Screens (PubChem BioAssay)
CatB inh – human cathepsin B inhibitors, primary screen, biochemical, fluorogenic substrate | purified cathepsin B, fluorescence | inhibition, %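 (tested at 10 µM)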 | hit rate 0.1% among 63,000 | AID 453, 2006; in the data active = inhibition above about 21%;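 also: 0% = enzyme with no compound and 100% = no enzyme blank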
CatB mixtures – cathepsin B inhibitors from pooled compounds, primary screen, biochemical, compound mixtures, AMC fluorescence | P07858 | hit rate 0.06% among 62,000 | inhibition, %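 (ten-compound pools at 5 µM per compound and 50 µM total)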 | Purified cathepsin B, AMC dipeptide fluorescence; in the data active = inhibition above about 22%, passing the limit was not always enough; inconclusive = no clear call, values can overlap the other calls;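 also: 0% = enzyme without compound and 100% = no enzyme blank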
FXIIa mix inh – human factor XIIa inhibitors, primary screen, biochemical, pooled compound mixtures, fluorogenic substrate; purified FXIIa; inhibition, % at 5 µM; AID 684, 2007; hit rate 0.2% among 62,000;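 also: 0% = enzyme without compound and 100% = no enzyme blank; some results filed as inactive read as strong as hits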
AP ELISA ortho – alternative complement pathway inhibitors, primary screen, biochemical, ELISA, human serum, orthogonally pooled compounds | LPS-coated ELISA, C3 deposition; tested in compound mixtures | inhibition, % at 5 µM | hit rate 0.08% among 62,000;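 active = inhibition above 30% in each of the two pooled mixtures holding the compound, so the lower value exceeds 30%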;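 also: 0% = serum in Mg-EGTA without compound and 100% = EDTA serum blank; some compounds past the cut are filed as inactive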
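Assay system: human serum alternative complement pathway, C3 deposition on LPS-coated wells; Dosing: 5 µM per compound in ten-compound mixtures; Detection: Anti-C3 ELISA, OD 450 nm; Buffer or medium: Mg2+-EGTA GVB++ buffer containing human serum at 1:15 dilution; Timing: 1 h at 37 °C; Replication: two different pools per compound.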
Cathepsin G inh – human cathepsin G inhibitors, primary screen, biochemical, pooled compound mixtures, AMC fluorescence | P08311 | purified enzyme, AMC-tetrapeptide fluorescence | inhibition, % at 5 µM (by protocol) | hit rate 0.2% among 62,000 | AID 581, 2007;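 active = inhibition above 20% in each of the two mixture wells holding the compound; inactive = inhibition of 20% or less in either well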;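 also: 0% = enzyme control without mixture and 100% = blank lacking enzyme; strong numbers were not always called active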
CatL inh – inhibitors of human cathepsin L, biochemical | Procathepsin L (Homo sapiens), P07711 | inhibition, %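 (tested at 10 µM)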 | AID 460, 2006 | hit rate 0.17% among 58,000 | purified cathepsin L, fluorogenic substrate, fluorescence; in the data active = inhibition above about 45%;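 also: 0% = enzyme with no compound and 100% = no enzyme blank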
Target sequence (P07711 114-288 limits assumed): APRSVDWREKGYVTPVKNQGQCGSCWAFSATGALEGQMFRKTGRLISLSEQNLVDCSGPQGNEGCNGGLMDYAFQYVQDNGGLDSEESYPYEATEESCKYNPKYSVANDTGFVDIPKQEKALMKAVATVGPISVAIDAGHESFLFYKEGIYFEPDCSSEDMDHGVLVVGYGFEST
Target sequence (P07711 292-333 limits assumed): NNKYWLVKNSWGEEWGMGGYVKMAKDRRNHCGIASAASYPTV
FXIa mix inh – FXIa protease inhibitors in compound pools, primary screen, biochemical, 10-compound mixtures. inhibition, % at 5 µM. hit rate 0.19% among 62,000. purified FXIa, fluorogenic substrate, pooled mixtures. Coagulation factor XI (Homo sapiens), P03951;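 also: each value is inhibition by a whole ten-compound pool holding the compound; 0% = enzyme with no mixture and 100% = wells lacking enzyme; strong numbers were not always called active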
C1s inh – complement C1s protease inhibitors, primary screen, biochemical, 10-compound mixtures | Complement C1s subcomponent (Homo sapiens), P09871 | purified C1s, fluorogenic AMC substrate, pooled mixtures | mean inhibition % of two 10-compound mixtures (stronger effect = higher value), % at 5 µM (by protocol) | hit rate 0.16% among 62,000 | AID 538, 2006;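 active = inhibition above 20% in each of the two 10-compound mixture wells holding the compound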;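 also: 0% = enzyme wells lacking compound mixture and 100% = no-enzyme blank wells; some compounds called inactive have numbers as strong as hits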
Target sequence (P09871 16-437 limits assumed): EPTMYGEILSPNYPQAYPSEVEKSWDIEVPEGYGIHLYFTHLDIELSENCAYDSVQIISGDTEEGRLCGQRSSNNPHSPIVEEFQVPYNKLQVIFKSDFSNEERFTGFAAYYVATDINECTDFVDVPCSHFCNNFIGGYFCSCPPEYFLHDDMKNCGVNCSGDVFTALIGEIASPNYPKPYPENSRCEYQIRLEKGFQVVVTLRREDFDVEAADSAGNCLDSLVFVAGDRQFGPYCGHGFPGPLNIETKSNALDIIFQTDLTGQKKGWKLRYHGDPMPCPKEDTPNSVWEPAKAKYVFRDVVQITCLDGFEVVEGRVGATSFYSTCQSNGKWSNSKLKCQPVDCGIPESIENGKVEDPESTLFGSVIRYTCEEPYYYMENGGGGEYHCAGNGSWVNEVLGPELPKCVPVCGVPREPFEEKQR
Target sequence (P09871 438-688 limits assumed): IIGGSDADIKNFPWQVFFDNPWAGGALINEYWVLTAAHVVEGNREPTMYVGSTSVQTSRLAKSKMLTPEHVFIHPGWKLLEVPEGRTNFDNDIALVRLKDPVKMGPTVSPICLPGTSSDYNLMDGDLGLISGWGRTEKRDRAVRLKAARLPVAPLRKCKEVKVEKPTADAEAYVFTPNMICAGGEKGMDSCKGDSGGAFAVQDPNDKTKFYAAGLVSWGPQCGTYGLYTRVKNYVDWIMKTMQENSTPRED
CatS inh – inhibitors of human cathepsin S, biochemical, compound mixtures. inhibition, %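 (tested at 5 µM per compound within 10-compound mixtures)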. recombinant cathepsin S, AMC dipeptide fluorescence, pooled mixtures. P25774. hit rate 0.06% among 62,000; in the data active = inhibition above about 32%, passing the limit was not always enough; inconclusive = no clear call, values can overlap the other calls;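 also: 0% = enzyme without compound and 100% = blank without enzyme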
* marks the source's active call; other numbers are inactive results; ? = inconclusive; / = not tested or not shown. Rule as the data show it, unless noted: active = inhibition above about 20% (passing the limit was not always enough); inactive = the rest.

FXIa mix inh,Cathepsin G inh,CatS inh,CatB inh,CatL inh,smiles,C1s inh,FXIIa mix inh,CatB mixtures,AP ELISA ortho
1,2,4,2,6,CCOc1ncccc1C(=O)Nc1ccc(Cl)cc1,-4,3,-2,0
1,-2,-6,-5,6,CCCC1(c2ccccc2)NC(=O)N(CC(=O)c2[nH]c(C)c(C(=O)OCC)c2C)C1=O (centres undefined),4,12,-2,7
7,2,16,/,/,Cc1ccc(S(=O)(=O)Nc2cc(NC(=O)CN3CCOCC3)ccc2Cl)cc1,-3,6,0,-2
-6,6,-7,2,8,CC(=O)Nc1ccc(S(=O)(=O)N(C2=NCC(C)S2)c2ccccc2)cc1 (centres undefined),-6,6,-12,14
13,3,15,1,2,CCOC(=O)c1c(NC(=O)COC(=O)c2c(C)noc2C)sc2c1CCC2,-6,1,0,3
6,8,-3,0,9,O=C(OCc1cccs1)c1ccccc1NS(=O)(=O)c1ccc2c(c1)OCCO2,7,13,4,12
-2,5,2,1,13,O=C(CSc1nc(-c2ccccc2)cc(=O)[nH]1)N1CCOCC1,-37,0,-9,8
-6,4,-6,2,-2,Clc1ccccc1COc1ccccc1-c1nnco1,-16,10,-8,13
3,10,3,3,4,O=C(NCc1ccco1)C1CCCN(S(=O)(=O)c2ccc(-n3cnnn3)cc2)C1 (centres undefined),7,-4,2,13
8,3,4,-2,1,CCOC(=O)CSc1nc2ccccc2c(=O)n1Cc1ccco1,1,-1,6,12
3,-2,5,-2,-4,CN(CC(=O)NCc1ccc(Cl)cc1)S(=O)(=O)c1cccc2nsnc12,0,4,4,18
-4,3,1,6,-14,O=c1c2ccccc2nc2n1CCCCN2,-10,2,0,7
6,-3,-5,-5,-4,CCOC(=O)N1CCC(NC(=O)C(NS(=O)(=O)c2ccc3c(c2)CCN3C(C)=O)C(C)C)CC1 (centres undefined),2,8,5,19
-12,4,7,1,-50,O=S(=O)(c1cccc(-c2cn3cccnc3n2)c1)N1CCCCCC1,-49,5,-2,11
5,7,-5,5,-4,CCc1c(C(=O)Nc2ccc(OC)c(Cl)c2)[nH]c(C)c1C(C)=O,1,2,0,9
4,-2,-4,4,6,COc1cc(OC)cc(-c2nc3nc(C)c(CCC(=O)O)c(C)n3n2)c1,12,8,3,8
11,9,-7,0,2,Cc1cc(C)c(C#N)c(SCC(=O)Nc2ccc(S(=O)(=O)Nc3onc(C)c3C)cc2)n1,11,14,-3,24
-1,-8,-3,0,-4,Oc1ccc(C(=S)N2CCCCC2)cc1Cl,-32,10,2,-5
7,0,4,-2,-3,Cc1c(C)n(C(=O)CN2CCC(C(N)=O)CC2)c2ccccc12,-21,1,5,11
6,1,4,-2,-2,C=CCc1c(C)nc(SC)nc1Nc1ccc(C(C)=O)cc1,0,9,9,19
7,10,-5,1,-12,CCOC(=O)C1CCCN(C(=O)c2c(-c3ccccc3Cl)noc2C)C1 (centres undefined),-2,-10,0,24
-2,-12,-19,-4,-3,COc1ccc(CNC(=O)CN(CC2CCCO2)C(=O)CNS(=O)(=O)c2ccc(F)cc2)cc1 (centres undefined),-59,1,-3,13
3,2,-2,2,1,COc1cccc(C2=NOC(C(=O)Nc3cc(C)nn3-c3ccccc3)C2)c1OC (centres undefined),7,5,1,1
13,9,-15,6,20,CCOC(=O)c1cc(C)n(-c2c(C)n(C)n(-c3ccccc3)c2=O)c1C,16,-2,5,11
1,-12,0,2,3,Cc1cc(NC(=O)c2ccc3c(c2)C(=O)N(Cc2cccnc2)C3=O)no1,-8,13,2,-4
7,12,12,-1,10,Cc1[nH]c(=O)[nH]c(=O)c1S(=O)(=O)N1c2ccc(F)cc2CCC1C (centres undefined),9,4,8,-4
17,-2,2,2,1,Cc1cc(-c2c(C)n([O-])c(C)c(C)[n+]2=O)ccc1F,-8,-3,-3,5
4,-4,11,7,-41,Cc1ccc(-c2cc(C(F)F)n3ncc(C(=O)N4CCN5CCCC5C4)c3n2)cc1 (centres undefined),-7,2,5,-16
0,1,6,-5,/,CCOCCCNc1nc2c(c(=O)[nH]c(=O)n2C)n1CCCc1ccccc1,-36,12,-4,-1
5,-4,9,7,1,c1ccc(Cn2nnnc2C(c2ccccn2)N2CCOCC2)cc1 (centres undefined),-2,4,5,1
7,7,23,4,10,CNc1nc(C)c(C#N)c(-c2ccccc2)c1C(C)=O,8,4,6,7
5,-10,14,9,10,Cc1n[nH]c(C)c1S(=O)(=O)N(CC(=O)NC1CCCC1)c1ccc(C(C)C)cc1,-38,-1,6,4
5,8,-4,3,/,Cc1ccc(NC(=O)CCNS(=O)(=O)c2ccc3c(c2)oc(=O)n3C)cc1C,10,10,3,16
0,0,9,4,19,COC(=O)c1ccc(NC(=O)CSc2n[nH]c(-c3ccncc3)n2)cc1,1,10,1,2
10,3,7,-5,15,O=C(Cc1c(F)cccc1Cl)Nc1ccon1,6,2,5,2
-2,-2,7,-4,2,CCOC(=O)c1c(NC(C)=O)sc2c(O)c(CN3CCN(CC)CC3)ccc12,-12,5,0,7
-7,-22,-6,7,-4,CCOC(=O)c1cnc(SC2CC(=O)N(c3ccc(OC)c(OC)c3)C2=O)nc1N (centres undefined),-52,8,-3,0
-1,-5,21,5,28,Cc1nc(CCNS(=O)(=O)c2cccs2)cs1,-7,14,5,-14
2,13,11,6,5,O=C(Nc1ccc(F)cc1)N1CCN(C/C=C/c2ccccc2)CC1,14,-13,6,13
2,-4,4,-1,2,CCC(=O)N1CCc2cc(S(=O)(=O)NCCCN3CCN(Cc4ccccc4)CC3)ccc21,2,9,-1,20
6,10,-6,3,/,Cc1cc(-c2ccccc2)c(C#N)c(SCC(N)=O)n1,-1,-1,1,20
7,6,-8,-3,-8,Cc1ccc(C)c(-n2c(CNC(=O)c3ccco3)nnc2SCC(=O)N2CCc3ccccc32)c1,-20,0,3,18
-10,-4,-18,-10,-172,c1coc(-c2nc3nc4ccccc4nc3n2CC2CCCO2)c1 (centres undefined),-148,0,-12,22
-1,-5,?,0,14,O=C(c1cc(-c2ccc(O)cc2)on1)N1CCc2ccccc2C1,-8,5,6,2
4,10,-3,4,6,CCc1ccc(N2CC(C(=O)NCc3ccc4c(c3)OCO4)CC2=O)cc1 (centres undefined),0,6,2,5
-5,2,2,2,33,COc1ccc(Cl)cc1NC(=O)c1cccnc1,-9,9,-3,3
-1,2,11,0,7,COc1ccc(S(=O)(=O)N2CCC(C(=O)Nc3ccccc3C)CC2)c2cccnc12,4,12,-4,-6
4,9,4,7,15,COc1ccc(-c2noc(CSc3nc(N)c(-c4ccccc4)c(=O)[nH]3)n2)cc1,8,-8,-1,3

Reprinted at random: 2 records from the list, in no set order.
FXIa mix inh,Cathepsin G inh,CatS inh,CatB inh,CatL inh,smiles,C1s inh,FXIIa mix inh,CatB mixtures,AP ELISA ortho
-5,2,2,2,33,COc1ccc(Cl)cc1NC(=O)c1cccnc1,-9,9,-3,3
7,6,-8,-3,-8,Cc1ccc(C)c(-n2c(CNC(=O)c3ccco3)nnc2SCC(=O)N2CCc3ccccc32)c1,-20,0,3,18

Some entries already given, limited to FXIIa mix inh.
SMILES | FXIIa mix inh
CCc1ccc(N2CC(C(=O)NCc3ccc4c(c3)OCO4)CC2=O)cc1 (centres undefined) | 6
COc1ccc(Cl)cc1NC(=O)c1cccnc1 | 9

Continuation.
FXIa mix inh,Cathepsin G inh,CatS inh,CatB inh,CatL inh,smiles,C1s inh,FXIIa mix inh,CatB mixtures,AP ELISA ortho
5,13,10,3,-90,Cc1ccc2[nH]c3c(N4CCOCC4)ncnc3c2c1,-18,7,-1,6
0,-5,-8,3,-4,COC(=O)c1cc(NC2c3ncccc3C(=O)N2Cc2ccccc2)cc(C(=O)OC)c1 (centres undefined),-48,9,0,18
8,2,/,-4,-13,O=C(Nc1ccc(-c2nc3ncccc3o2)cc1)c1ccc(Br)o1,1,37,45,10
4,0,4,5,/,CCN(CCCNC(=O)C1CCN(S(=O)(=O)CC)CC1)c1cccc(C)c1,-12,2,1,3
5,9,3,3,1,CCC(C)(C)n1nnnc1C(c1cc2cc(OC)c(OC)cc2[nH]c1=O)N1CCc2ccccc21 (centres undefined),17,-1,6,9
7,-3,-4,-3,-4,O=C(NCC1CCCO1)C1CCN(CC2CCCCC2)CC1 (centres undefined),-8,6,-7,20
0,9,7,6,6,CCOC(=O)C1=C(N)n2c(s/c(=C\c3cccs3)c2=O)=C(C(=O)OCC)C1c1cccs1 (centres undefined),1,3,-5,6
4,-6,5,6,-10,CCCC1Cc2c(sc3ncnc(N)c23)CO1 (centres undefined),-7,11,-2,-5
7,6,-3,1,2,Cn1c(=O)c(C(=O)CN2CCOCC2)c(N)n(Cc2ccccc2)c1=O,3,-4,1,24
-4,8,-5,-2,-5,CN1[C@@H](CC(=O)c2ccccc2)CCC[C@H]1C[C@H](O)c1ccccc1,-22,1,-10,16
9,9,-9,2,-1,CSc1ccccc1NC(=O)CN(c1cc(C)cc(C)c1)S(C)(=O)=O,7,11,4,16
2,-7,-10,2,6,C=C(C)Cn1c(SCCCO)nc2c1c(=O)[nH]c(=O)n2C,-16,1,-1,-8
3,5,1,1,7,COc1ccc(OCC(O)COc2ccc(C(=O)O)cc2)cc1 (centres undefined),12,2,0,13
5,9,-5,2,9,Cc1ccc(CN2CCN(CC(=O)N3CCC(C(N)=O)CC3)C2=O)cc1,4,9,4,8
11,1,-5,3,-1,Cc1c(C(=O)NCCc2ccccc2)oc2ccc(S(=O)(=O)N3CCOCC3)cc12,-1,8,0,14
-4,4,-12,7,-7,CC(=O)c1ccc(NC(=O)c2ccc(S(=O)(=O)N3CCCC3)cc2)cc1,-23,2,-1,19
7,-7,20,3,/,O=C(CSc1nc2ccccc2nc1SCC(=O)N1CCCCC1)N1CCCCC1,-11,4,1,-3
-2,6,-10,-1,2,Clc1ccc(-c2nn3cnnc3s2)c(Cl)c1,0,8,1,7
0,-5,-2,2,6,Cc1ccc(CNC(=O)C2CCCN(S(=O)(=O)c3cnc[nH]3)C2)cc1 (centres undefined),-13,2,6,7
-38,-30,-17,3,0,FC(F)(F)C(F)(F)C(F)(F)c1nnc2ccc(N3CCOCC3)nn12,-60,9,-2,-9
-23,-20,-3,1,12,Cc1cc(C)n(C(C)n2nc(C)cc2C)n1,-25,-20,0,-3
-3,9,-5,-4,13,C[C@H]1C[C@@H]2[C@H]([C@@H](O)C[C@@]3(C)[C@H]2CC[C@]3(O)C(=O)CO)[C@@]2(C)C=CC(=O)C=C12,-4,5,-10,12
5,8,-5,0,-13,CC(=O)Nc1ccc(OCC=C(Cl)Cl)cc1,5,7,1,18
6,-3,9,7,4,COc1ccc(NC(=O)C2CCCN2C(=O)NCc2ccccc2)c(OC)c1 (centres undefined),17,-17,3,-23
7,11,3,0,0,O=C(CSc1nc2c(c(=O)n1-c1ccc(Br)cc1)SCC2)Nc1nccs1,2,1,2,30
3,4,-11,4,9,O=C(c1ccc(F)cc1)c1cc2ccccc2o1,-45,6,-4,31
2,-12,-4,3,7,O=C(Nc1nc2n(n1)C(c1ccccc1)CC(c1ccc(Cl)cc1)N2)c1ccco1 (centres undefined),-8,9,1,-6

A portion of the library, so the mix of outcomes need not match the whole.
